# LmPK inh = LmPK (Leishmania mexicana) enzyme inhibition. Q27686. purified LmPK, Kinase-Glo ATP luminescence, 1 h. Potency, µM (highest dose often 57.5 µM), for the others: top-dose activity change, negative = inhibition, actives largely listed as inhibitors. hit rate 0.37% among 290,000. AID 1721; further: potency means the concentration at half of the fitted maximal effect; on the % scale 0 is the no-effect control and ±100 the full control effect
# Target sequence (Q27686 whole entry, looked up): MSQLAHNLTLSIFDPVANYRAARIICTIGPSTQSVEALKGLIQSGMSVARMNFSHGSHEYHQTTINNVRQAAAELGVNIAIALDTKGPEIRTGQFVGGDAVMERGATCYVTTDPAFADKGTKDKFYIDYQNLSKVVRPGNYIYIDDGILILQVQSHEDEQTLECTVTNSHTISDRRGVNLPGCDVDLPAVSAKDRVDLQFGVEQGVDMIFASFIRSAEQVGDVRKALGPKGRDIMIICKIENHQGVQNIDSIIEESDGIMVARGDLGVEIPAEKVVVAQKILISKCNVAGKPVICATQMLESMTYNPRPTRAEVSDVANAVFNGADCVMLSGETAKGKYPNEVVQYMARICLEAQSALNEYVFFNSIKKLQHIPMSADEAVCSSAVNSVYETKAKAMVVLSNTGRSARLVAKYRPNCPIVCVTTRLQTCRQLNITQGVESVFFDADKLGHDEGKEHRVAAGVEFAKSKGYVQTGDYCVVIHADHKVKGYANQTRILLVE
#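 0.1 nM LmPK, 0.5 mM PEP, 0.1 mM ADP; 50 mM imidazole pH 7.2, 7 mM MgCl2, 50 mM KCl; 1 h RT. Kinase-Glo luminescence readout, normalized to no-enzyme (full inhibition) and uninhibited wells.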
# Pf growth 96h = P. falciparum growth inhibition at 96 hours; P. falciparum luciferase reporter growth, 96 h; Potency, µM (top dose mostly 28.7 µM), for inactives: top-dose activity change, negative = inhibition, usual class: inhibitors; hit rate 6.9% among 320,000; AID 504834; further: potency means the concentration at half of the fitted maximal effect; on the % scale 0 is the no-effect control and ±100 the full control effect
#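 Readout is luminescence from an integrated firefly luciferase in P. falciparum. Red cells, 2% hematocrit and 0.05% parasitemia final, were cultured with compound through two parasite generations (96 hours) at 37 C, 5% CO2.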
# Tb PYK inh = blocks Trypanosoma brucei pyruvate kinase; TbPYK enzyme, Kinase-Glo Plus ATP luminescence, 45 min; Potency, µM (top dose mostly 76.8 µM), for inactives: at the highest dose activity, negative = inhibition, usual class: inhibitors; hit rate 0.12% among 410,000; further: potency means the concentration at half of the fitted maximal effect; on the % scale 0 is the no-effect control and ±100 the full control effect; nearly all actives have a fitted effect of over 50% in size
#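 ADP (130 uM final) triggers the TbPYK reaction after compound addition; incubation is 45 min at room temperature. Kinase-Glo Plus is then added and luminescence imaged. Normalized data are fitted to concentration-effect curves.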
# Cycloheximide cs = affects cycloheximide protein synthesis inhibition readout, counter-screen. hit rate 12% among 300,000. cell reporter, cycloheximide protein synthesis inhibition counterscreen. max response, %; in the data active means max response mostly above about 13%, no sharp cut-off; inactive means mostly below about 14%; further: read at 38.3 µM for the half of the compounds with a filed dose; 0% is about no effect
# Shiga toxin inh = blocks Shiga toxin action in Vero cells; Vero cells, Shiga toxin protein synthesis inhibition reporter; inhibition, % at 38.7 µM; hit rate 9.2% among 290,000; AID 2315; in the data active means inhibition mostly above about 28%, no sharp cut-off; inactive means mostly below about 43%; further: 0% is about no effect
# Pf growth 48h = P. falciparum growth inhibition at 48 hours (one generation) | hit rate 5.9% among 310,000 | P. falciparum luciferase growth in erythrocytes, 48 h | Potency, µM (titrated, usually from 28.7 µM), for inactives: at the highest dose activity change, negative = inhibition, usual class: inhibitors; further: potency means the concentration at half of the fitted maximal effect; on the % scale 0 is the no-effect control and ±100 the full control effect
#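 Luciferase-expressing parasites in RBCs, 2% Hct / 0.1% parasitemia final; RPMI 1640 + 0.5% Albumax; 37 C, 5% CO2, one generation; luminescence read-out, lower signal = inhibition.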
# HCV inh = blocks hepatitis C virus | Huh7.5.1 HCVcc-Cre infection, luciferase reporter, 44 h | Potency, µM (series often up to 41.8 µM), without a hit: at the top dose activity change, negative = inhibition, most hits filed as inhibitors | hit rate 3.4% among 340,000; further: potency means the concentration at half of the fitted maximal effect; on the % scale 0 is the no-effect control and ±100 the full control effect
#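 A cell-based infection assay in which seeded cells (1,000 per well) receive test compound after 4 h, are inoculated with HCVcc-Cre at approximately 0.5 moi, and are incubated 44 h before luminescence detection.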
# Numbers without * were called inactive; ? = inconclusive; · = not tested or not shown; & = joins results of further samples; [ ] = dose if it differs, or a comment. Unless noted, the call rests on the fitted dose curve; in most records, active means well fitted curve in the direction sought with a large enough effect; inconclusive means small, poorly fitted or top-dose-only effect, or another doubt; inactive means no such curve, though single readings can be large; an effect the other way counts as inactive or inconclusive. No enrichment for hits; any-hit rate near 24%.
1) CCOc1ccc(S(=O)(=O)NNC(=O)c2cc3ccccc3o2)cc1
2) CC1CC(OC(=O)c2ccccc2)CC(C)N1C (stereo unspecified)
3) Cc1cc2nc3c(=O)n(C4CCCCC4)c(=O)[nH]c3nc2cc1N
4) O=C(C1=COCCO1)N(Cc1nnc(-c2ccc(Cl)cc2)o1)C1CC1
5) O=C(CCC(=O)Nc1ccccc1)N/N=C/c1ccccc1F
6) Cc1ccc(-c2cn(S(=O)(=O)c3cccc4nsnc34)nc2N)cc1

assay / entry	1	2	3	4	5	6
LmPK inh	-1%	1%	-8%	·	3%	-7%
Pf growth 96h	?	-9%	?	-9%	?	·
Tb PYK inh	7%	16%	?	4%	4%	-5%
Cycloheximide cs	1	-4	15	·	25*	0
Shiga toxin inh	-8	-5	25	·	144*	-3
Pf growth 48h	7%	0%	-6%	?	2%	?
HCV inh	-5%	-7%	-3%	17%	14%	?

7) Clc1ccc(-c2nnc(-c3ccccc3)c(-c3ccccc3)n2)cc1
8) CCSc1nc(O)c(CC)c(=O)n1C(C)CC (stereo unspecified)
9) N#Cc1ccccc1OCC(=O)C1CC1
10) Oc1ccc(/C=N/Nc2nccnc2Cl)cc1
11) O=c1c2ccccc2nc(-c2cccs2)n1-c1cnccn1
12) CN1CCC(CN)(N2CCN(c3ccccc3)CC2)CC1

assay / entry	7	8	9	10	11	12
LmPK inh	9%	-3%	-19%	5µM*	-5%	3%
Pf growth 96h	?	7%	0%	1%	2%	12µM*
Tb PYK inh	1%	-15%	1%	?	-5%	-5%
Cycloheximide cs	2	-2	-1	21*	-5	-3
Shiga toxin inh	11	-15	0	75	-15	-7
Pf growth 48h	?	?	57%[activator]	·	-5%	?
HCV inh	-20%	-5%	-7%	16%	23%	?

13) O=c1c2ccccc2c2ccccc2c(=O)n1Cc1cccnc1
14) Nn1cnnc1N/N=C/c1ccc(Cl)cc1Cl
15) NS(=O)(=O)c1ccc(NC(=S)N2CCN(C(=O)C3CCCO3)CC2)cc1 (stereo unspecified)
16) CC(=O)N1N=C(c2ccco2)CC1c1cc2cc(C)ccc2nc1Cl (stereo unspecified)
17) CCc1n[nH]c(=S)n1N=C1CCC(C)CC1 (stereo unspecified)
18) COc1ccccc1-c1c(NC(=O)C(C)C)n(C)c2ccccc2c1=O

assay / entry	13	14	15	16	17	18
LmPK inh	-2%	-4%	-4%	6%	5%	2%
Pf growth 96h	23%	-24%	?	25%	?	58%[activator]
Tb PYK inh	1%	0%	-29%	-10%	-14%	1%
Cycloheximide cs	-2	12*	-3	2	-1	2
Shiga toxin inh	2	16	-16	-5	-15	12
Pf growth 48h	10%	35%[activator]	11%	-5%	9%	35%
HCV inh	19%	?	18%	-4%	13%	-10%

19) COCCN=C1NC(=O)C(CC(=O)Nc2cccc(Cl)c2C)S1 (stereo unspecified)
20) CCOC(=O)Cc1cc(=O)n2[nH]c(C)cc2n1
21) O=[N+]([O-])c1ccccc1Nc1cccnc1
22) COc1ccc(/C(O)=C2/C(=O)C(=O)N(c3ccccn3)C2c2ccc(F)cc2)cc1 (stereo unspecified)
23) Cc1ccc(-c2nc3ccc(Cl)cc3n2OC(C)C(=O)O)cc1 (stereo unspecified)
24) c1ccc2c(c1)Cn1nnnc1-2

assay / entry	19	20	21	22	23	24
LmPK inh	-5%	3%	·	-3%	1%	4%
Pf growth 96h	0%	9%	23%	6.6µM*	13%	4.1µM*
Tb PYK inh	1%	4%	-1%	13%	-5%	1%
Cycloheximide cs	7	-2	·	-1	36*	-3
Shiga toxin inh	-11	-6	·	16	83*	-13
Pf growth 48h	0%	9%	4%	-12%	24%	8%
HCV inh	17%	-1%	?	12%	2%	10%

# Rewritten field by field: entries from further up.
22. COc1ccc(/C(O)=C2/C(=O)C(=O)N(c3ccccn3)C2c2ccc(F)cc2)cc1 (stereo unspecified)
  LmPK inh = -3%
  Pf growth 96h = 6.6µM*
  Tb PYK inh = 13%
  Cycloheximide cs = -1
  Shiga toxin inh = 16
  Pf growth 48h = -12%
  HCV inh = 12%
23. Cc1ccc(-c2nc3ccc(Cl)cc3n2OC(C)C(=O)O)cc1 (stereo unspecified)
  LmPK inh = 1%
  Pf growth 96h = 13%
  Tb PYK inh = -5%
  Cycloheximide cs = 36*
  Shiga toxin inh = 83*
  Pf growth 48h = 24%
  HCV inh = 2%
24. c1ccc2c(c1)Cn1nnnc1-2
  LmPK inh = 4%
  Pf growth 96h = 4.1µM*
  Tb PYK inh = 1%
  Cycloheximide cs = -3
  Shiga toxin inh = -13
  Pf growth 48h = 8%
  HCV inh = 10%

# Remaining list, next part:
25) O=C(c1csc2ccccc12)N1CCCCCC1
26) CCOc1cccc(-c2nc3c(s2)CCc2onc(-c4cccc([N+](=O)[O-])c4)c2-3)c1
27) O=C(c1ccccc1Cl)N(Cc1ccccc1F)N1C(=O)CCCC1=O
28) COC(=O)C1CCN(S(=O)(=O)Cc2ccccc2Cl)CC1
29) CN(Cc1ccccc1)C(=O)c1ncn(Cc2ccccc2)c1C(=O)N(C)Cc1ccccc1
30) COc1ccc(C(=O)NC2CCCc3ccccc32)c(OC)c1OC (stereo unspecified)

assay / entry	25	26	27	28	29	30
LmPK inh	5%	·	1%	-3%	·	-6%
Pf growth 96h	24%	67%[activator]	?	0%	?	4%
Tb PYK inh	-7%	-1%	8%	3%	-1%	0%
Cycloheximide cs	-2	·	1	-2	·	-2
Shiga toxin inh	-10	·	-3	0	·	-8
Pf growth 48h	-6%	2%	-15%[5.75 µM]	-5%	?	2%
HCV inh	-1%	15%	-6%	11%	11%	?

31) OCCCC1CCCN(Cc2cn[nH]c2-c2ccc(F)cc2F)C1 (stereo unspecified)
32) CSc1nnc2c3c4c(sc3nc(-n3nc(C)cc3C)n12)COC(C)(C)C4
33) Cc1ccc(C)c(C(=O)CN2C(=O)c3ccccc3S2(=O)=O)c1
34) CCn1c(=O)c2ccccc2n(Cc2ccc([N+](=O)[O-])cc2)c1=O
35) COc1ccc(Nc2ncnc3c2c(C)c(C)n3CCCN(C)C)cc1
36) Cc1cc([N+](=O)[O-])nn1CCC(=O)NC1CCCCCC1

assay / entry	31	32	33	34	35	36
LmPK inh	-2%	1%	3%	4%	3%	0%
Pf growth 96h	7.4µM*	?	307%[activator]	5%	58%[activator]	40%[activator]
Tb PYK inh	-1%	-21%	1%	0%	-5%	5%
Cycloheximide cs	-3	1	1	-1	47*	1
Shiga toxin inh	-11	23	-19	3	70*	-3
Pf growth 48h	12%	?	197%[activator]	21%	52%[activator]	32%[activator]
HCV inh	5%	-5%	5%	9%	-30%	16%

37) CCc1ccc(N2CC(C(=O)OC)CC2=O)cc1 (stereo unspecified)
38) CNC1=CN(O)C(c2ccccc2)=c2cc(Cl)ccc2=N1
39) O=C(OCCC1Oc2cccnc2NC1=O)c1ccc(Cl)cc1 (stereo unspecified)
40) CN1OCC2Cn3c(nc4ccccc43)C21 (stereo unspecified)
41) CCc1ccc(OCC(=O)O/N=C(\N)c2cccnc2)cc1
42) O=C1NC(c2ccncc2)Nc2sc3c(c21)CCCC3 (stereo unspecified)

assay / entry	37	38	39	40	41	42
LmPK inh	0%	·	-1%	1%	1%	2%
Pf growth 96h	-20%	13µM*	4%	13%	26%	?
Tb PYK inh	5%	-4%&4%	4%	1%	-17%	-24%
Cycloheximide cs	9	0	-3	-6	32*	27*
Shiga toxin inh	13	4	-3	-3	44*	64*
Pf growth 48h	20%	19µM*	19%	86%[activator]	20%	37%[activator]
HCV inh	12%	·	1%	0%	6%	3%

# A different layout for part of the listing above.
No.	canonical_smiles	LmPK inh	Pf growth 96h	Tb PYK inh	Cycloheximide cs	Shiga toxin inh	Pf growth 48h	HCV inh
40	CN1OCC2Cn3c(nc4ccccc43)C21 (stereo unspecified)	1%	13%	1%	-6	-3	86%[activator]	0%
39	O=C(OCCC1Oc2cccnc2NC1=O)c1ccc(Cl)cc1 (stereo unspecified)	-1%	4%	4%	-3	-3	19%	1%
37	CCc1ccc(N2CC(C(=O)OC)CC2=O)cc1 (stereo unspecified)	0%	-20%	5%	9	13	20%	12%

# More results
43) CS(=O)(=O)N(CC(=O)O)Cc1cccc(CN(CC(=O)O)S(C)(=O)=O)c1
44) CSCCCNC(=S)Nc1ccc(N2CCOCC2)cc1N1CCOCC1
45) Cc1cnc(C)c(N2CCN(Cc3cn(C)nc3-c3cccc(Cl)c3)CC2)n1
46) CCOC(=O)C1=C(C)N(c2ccccc2)C(=O)/C1=C\c1ccc(O)c(OC)c1
47) O=C(c1ccc(Cl)cc1)c1ccccc1C(=O)N1CCOCC1
48) O=C(Nc1ccccc1N1CCOCC1)c1cccc(Oc2ccccc2)c1

assay / entry	43	44	45	46	47	48
LmPK inh	-2%	9%	5%	?	-2%	3%
Pf growth 96h	?	?	·	?	38%[activator]	?
Tb PYK inh	5%	-1%	4%	-15%	-7%	-1%
Cycloheximide cs	2	-4	-8	4	-3	-1
Shiga toxin inh	-9	19	-12	-17	-11	4
Pf growth 48h	2%	-6%	-28%	?	10%	?
HCV inh	14%	7%	?	-12%	-2%	?

49) Cc1ccc(Nc2nc3c(c(=O)[nH]2)CCCC3)cc1
50) CCN(CC)CCn1c(NC(=O)c2ccc(Cl)cc2)nc2ccccc21
51) Cc1ccc(/C=C/C(=O)N2CCCN(C(=O)/C=C/c3ccc(C)cc3)CC2)cc1
52) CCOC(=O)c1ccccc1Nc1cc(C)nc2nc(C)nn12
53) CC(=O)c1ccc(OCCCC(=O)NC2=NCCS2)cc1
54) O=C(Cc1cccs1)N1CCN=C1SCc1ccccc1F
55) Cc1ccccc1NC(=O)NC1CCCc2ccccc21 (stereo unspecified)
56) O=C(COc1ccc2ccccc2c1)N1CCN(C2CCN(Cc3ccccc3)CC2)CC1
57) COc1ccc(CN2CCNC(=O)C2CC(=O)NC2CCCCCC2)cc1C (stereo unspecified)

assay / entry	49	50	51	52	53	54	55	56	57
LmPK inh	11%	-4%	1%	6%	-4%	6%	-5%	5%	2%
Pf growth 96h	?	3.7µM*	?	-1%	?	?	?	·	-3%
Tb PYK inh	0%	0%	3%	2%	2%	3%	1%	0%	7%
Cycloheximide cs	-3	19*	16*	1	5	-2	5	-2	-1
Shiga toxin inh	21	20	34	-5	-17	-3	-2	5	-3
Pf growth 48h	?	·	13%	4%	?	6%	?	?	-16%
HCV inh	?	?	0%	-20%	-3%	?	-5%	?	0%

# Screening results (PubChem)
